Screening results deposited in PubChem BioAssay by National Center for Advancing Translational Sciences (NCATS).
Integrin act MD – activators of alpha7 integrin expression for muscular dystrophy; alpha7betagal myoblasts, beta-gal FDG fluorescence, 48 h; Potency, µM (titrated, usually from 38.3 µM), for the others: top-dose activation, most hits filed as activators; 350,000 tested, 0.064% active;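 further: potency means the concentration at half of the fitted maximal effect; 100% = response of the positive control SU9516; nearly all actives have a fitted effect of over 60% in size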
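Alpha7betagal+/- myoblasts (passage 13) were plated 16-24 hr, then exposed to compounds (1:260 dilution of DMSO stock) for 48 hours at 37C. After MPER lysis, β-galactosidase reporter activity was read as FDG fluorescence (ex 480/em 540) after 30 minutes.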
Tb PFK inh – T. brucei PFK enzyme inhibition. 330,000 tested, 0.17% active. O15648. T. brucei PFK, ADP-Glo luminescence. Potency, µM (doses to about 57.5 µM), for the others: top-dose activity, negative = inhibition, usual class: inhibitors. AID 485367;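 further: potency means the concentration at half of the fitted maximal effect; 0% = uninhibited 1x PFK enzyme wells and -100% = no-enzyme wells; nearly all actives have a fitted effect of over 60% in size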
Target sequence (O15648 whole entry, looked up): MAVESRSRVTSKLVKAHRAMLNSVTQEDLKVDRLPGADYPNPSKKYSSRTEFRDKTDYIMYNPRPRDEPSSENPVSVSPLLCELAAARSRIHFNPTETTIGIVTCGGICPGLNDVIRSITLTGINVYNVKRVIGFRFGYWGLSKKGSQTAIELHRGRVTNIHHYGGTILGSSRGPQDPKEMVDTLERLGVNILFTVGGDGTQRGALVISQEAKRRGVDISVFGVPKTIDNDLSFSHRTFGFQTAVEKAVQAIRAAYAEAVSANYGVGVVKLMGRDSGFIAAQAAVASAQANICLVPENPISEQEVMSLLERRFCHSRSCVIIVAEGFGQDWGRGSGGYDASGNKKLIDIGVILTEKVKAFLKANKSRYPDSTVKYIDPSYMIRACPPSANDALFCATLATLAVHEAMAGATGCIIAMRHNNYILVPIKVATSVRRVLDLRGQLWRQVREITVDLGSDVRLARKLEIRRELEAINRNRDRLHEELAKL
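1.25 nM PFK with 0.5 mM F6P and 0.1 mM ATP in 0.1 M TEA pH 8.0, 5 mM MgCl2, incubated 45 min at room temperature; ADP measured by ADP-Glo luminescence; compounds titrated up to 57 uM.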
TSHR antag – human thyrotropin receptor antagonism; P16473; TSHR-expressing cells, TSH-stimulated cAMP HTRF, 2 h; hits give low values; activity change, negative = inhibition, % at 11.5 µM; 330,000 tested, 0.2% active; AID 504810;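 active means activity change below a set negative limit, meaning inhibition stronger than a set level, cut at about -70% in these data; inconclusive means activity change between two set negative limits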; further: on the % scale 0 is the no-effect control and ±100 the full control effect
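Cell-based HTRF cAMP assay; TSHR cells + compound, TSH EC80 (4nM final), 2 h, 37 deg C. Lysis with anti-cAMP cryptate and cAMP-d2, 30 min RT, read 665/620 nm.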
TCR activator – activates T cell receptor signaling; primary human leukocytes, anti-CD3, IL-2 HTRF, 48 h; Potency, µM (doses to about 9.22 µM), without a hit: at the top dose activation of IL-2 secretion, hits mostly activators; 330,000 tested, under 10 active; AID 504894; further: % of control where 0% means no effect
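IL-2 produced over 48 hr by a-CD3 bead-stimulated primary human leukocytes exposed to compounds was detected with a homogeneous time-resolved FRET immunoassay, 665nm acceptor signal after 320nm excitation.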
Mito fusion act – mitochondrial division inhibition or fusion activation; S. cerevisiae fusion-defective mutant growth rescue, CellTiterGlo 48 h; Potency, µM (highest dose often 46.1 µM), for the others: at the top dose growth rescue (activation), actives largely listed as activators; 320,000 tested, 0.23% active;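 further: potency means the concentration at half of the fitted maximal effect; % of control where 0% means no effect; nearly all actives have a fitted effect of over 45% in size; temperature-sensitive fusion mutants such as fzo1-1 at 37 °C on non-fermentable ethanol glycerol medium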
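Luminescent cell viability in 1536-well qHTS format served as the measure of rescued growth in ts fusion-mutant S. cerevisiae cultured on non-fermentable YPEG for 48 hours at 37C.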
Chronic BCR inh – inhibitors of chronic active B-cell receptor signaling; ABC-DLBCL IkBa-CBG/CBR reporter, luminescence ratio, 4 h; Potency, µM (highest dose often 46.1 µM), inactives show top-dose ratio change, negative = lower green/red ratio, hits mostly inhibitors; 340,000 tested, 0.05% active; active means well fitted inhibition curve with a large enough effect in the signal ratio, with a control signal flat, not every such curve was filed as active; inconclusive means small, poorly fitted or top-dose-only effect, or effect the other way, or a change in a side signal; the % refers to the signal ratio;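 further: potency means the concentration at half of the fitted maximal effect; plate controls were basal doxycycline-induced cells for no effect and cells given 10 µM MG132 for full effect; MG132 reads +100%, hits lower the ratio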
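TMD8 ABC-DLBCL cells carrying doxycycline-inducible green luciferase fused to IkappaBalpha plus unfused red luciferase were exposed to compounds (up to 46 uM) for 4 hrs at 37C. Activity came from the overlap-corrected green/red luminescence ratio.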
PTAP TSG101 blk – blocks PTAP/TSG101 interaction to inhibit HIV-1 budding | Q99816 | Fluorescence polarization, FITC-PTAP peptide / Tsg101 binding | Potency, µM (highest dose often 115 µM), for the others: top-dose activity change, negative = inhibition, hits mostly inhibitors | 340,000 tested, under 10 active | AID 493005; active means well fitted inhibition curve with a large enough effect in the main read-out, with a control signal flat, not every such curve was filed as active; inconclusive means small, poorly fitted or top-dose-only effect, or effect the other way, or a change in a side signal; inactive means no such curve, though single readings can be large or run the other way; further: potency means the concentration at half of the fitted maximal effect; % of control where 0% means no effect
Target sequence (Q99816 whole entry, looked up): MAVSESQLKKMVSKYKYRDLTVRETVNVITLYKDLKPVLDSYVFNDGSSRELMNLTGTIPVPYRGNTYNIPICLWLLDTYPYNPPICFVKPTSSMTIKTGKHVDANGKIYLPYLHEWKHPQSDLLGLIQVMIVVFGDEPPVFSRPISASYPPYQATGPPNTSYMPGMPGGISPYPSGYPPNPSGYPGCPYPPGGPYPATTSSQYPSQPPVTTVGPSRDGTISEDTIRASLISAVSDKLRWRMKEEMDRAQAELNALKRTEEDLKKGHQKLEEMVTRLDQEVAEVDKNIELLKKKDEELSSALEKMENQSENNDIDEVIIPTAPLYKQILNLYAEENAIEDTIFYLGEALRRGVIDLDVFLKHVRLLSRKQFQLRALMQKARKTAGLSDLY
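FP read-out: FITC-PTAP peptide, 50 nM final, binding Tsg101 binding domain, 10 uM final; 20 min, r.t.; 10 mM HEPES pH 7.5, 0.15 M NaCl, 0.01% Tween 20, 3 mM EDTA, 0.1 mM TCEP.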
A-T KAP1 phos – candidate therapy for ataxia-telangiectasia | AID 485349 | 320,000 tested, 0.19% active | Potency, µM (top dose mostly 57.5 µM), for inactives: top-dose activation, actives largely listed as activators | […] A-T fibroblasts, KAP-1 phosphorylation AlphaLISA; neocarzinostatin DNA damage 30 min before lysis; further: potency means the concentration at half of the fitted maximal effect; % of control where 0% means no effect; nearly all actives have a fitted effect of over 45% in size
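hTERT-immortalized A-T patient fibroblasts ([…]), 500 cells/well in OPTI-MEM, 1% FBS, got compounds for 60 min, then NCS for 30 min at 37C. Lysates were then assayed for phospho-KAP-1 by AlphaLISA (anti-pKAP1 donor, anti-KAP1 acceptor beads), 6 hr at 25C.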
Eya2 inh – blocks the phosphatase activity of human Eya2 | Potency, µM (series often up to 76.9 µM), inactives show at the top dose activity, negative = inhibition, actives largely listed as inhibitors | recombinant Eya2, OMFP fluorescence dephosphorylation (OMFP is methylfluorescein phosphate) | O00167 | AID 488837 | 330,000 tested, 0.006% active; further: potency means the concentration at half of the fitted maximal effect; on the % scale 0 is the no-effect control and ±100 the full control effect
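Eya2 protein (added as 0.2 uM solution) was preincubated with compound for 10 min at ambient temperature in 50 mM HEPES pH 7.5, 50 mM NaCl, 5 uM MgCl2, 0.05% BSA, 1 mM DTT. OMFP (added at 50 uM) then reacted 10 min; fluorescence read at 485/525 nm.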
ELG1 repair inh – blocks ELG1-dependent DNA repair in HEK293T cells; 330,000 tested, 2.3% active; Potency, µM (titrated, usually from 46.1 µM), without a hit: at the top dose activity change, negative = inhibition, usual class: inhibitors; HEK293T ELG1-luciferase reporter, luminescence, 16 h; DNA damage induced by 5-fluorouridine; further: potency means the concentration at half of the fitted maximal effect; on the % scale 0 is the no-effect control and ±100 the full control effect; nearly all actives have a fitted effect of over 55% in size
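Cells (2,000 per well) received 5-fluorouridine plus test compound or DMSO and were incubated 16 hr at 37 °C, 5% CO2. Luciferase activity was read by luminescence 30 min after ONE-Glo addition; signal suppression marked inhibition of damage-induced ELG1 function.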
ASM inhibitor – blocks human secretory acid sphingomyelinase; P17405; placental ASM, HMU-PC fluorogenic substrate, 60 min; Potency, µM (titrated, usually from 57.5 µM), for inactives: at the highest dose activity change, negative = inhibition, actives largely listed as inhibitors; 340,000 tested, 0.006% active; AID 504937; further: potency means the concentration at half of the fitted maximal effect
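Fluorogenic HMU-PC substrate (9 uM final) is turned over by placental ASM in 60 min at 37 C after a 10 min compound preincubation. Reaction ended by alkaline stop (pH 10), with fluorescence read at 386/447 nm.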
An asterisk follows results filed as active; ? = inconclusive; nt = not tested or not shown; [ ] = another dose, or the depositor's remark. Unless noted, the call rests on the fitted dose curve; in most records, active means well fitted curve in the direction sought with a large enough effect; inconclusive means small, poorly fitted or top-dose-only effect, or another doubt; inactive means no such curve, though single readings can be large; an effect the other way counts as inactive or inconclusive.

compound	Tb PFK inh	A-T KAP1 phos	Eya2 inh	TCR activator	Mito fusion act	PTAP TSG101 blk	Chronic BCR inh	Integrin act MD	ELG1 repair inh	TSHR antag	ASM inhibitor
CC(C)c1ccc(N2C(=O)CC(Sc3ncn[nH]3)C2=O)cc1 (configuration not stated)	1%	0%	5%	-8%	-3%	-3%	?	-25%	-6%	3	2%
O=C1CCC(=O)N1c1ccccc1OS(=O)(=O)c1ccccc1	9%	15%	-6%	4%	1%	2%	5%	-1%	8%	-1	nt
O=C(CN1C(=O)NC2(CCCCC2)C1=O)NCCc1ccc(Cl)cc1Cl	-9%	-1%	4%	-8%	nt	-5%	-1%	-2%	-4%	0	2%
CN(CC(=O)NC1CCN(Cc2ccccc2)CC1)S(=O)(=O)c1ccc(Cl)cc1	1%	-9%	-4%	-2%	7%	-4%	1%	-16%	-12%	21	0%
Brc1ccc(COc2ncnc3ccccc23)cc1	-1%	-1%	-12%	-3%	1%	-2%	-6%	-8%	-11%	-4	-1%
COc1ccccc1NC(=O)CN1CCN(C(=O)c2ccco2)CC1	-2%	nt	-6%	-4%[46.1 µM]	-1%	-3%	?	1%	9%	3	8%
CC1=NN(c2cccc(C(=O)O)c2)C(=O)/C1=C\C=C/c1ccccc1	-18%	16%	-6%	1%	3%	-1%	?	-5%	?	-44	-1%
COc1cccc2c1Oc1ncccc1N(C(=O)CCC(=O)NCc1ccc(C)cc1)C2	1%	6%	-2%	2%	0%	0%	4%	?	10%	19	-1%
CCc1nnc(NC(=O)CCN2C(=O)c3ccccc3S2(=O)=O)s1	1%	-6%	15%	-16%	-4%	-3%	1%	-20%	4%	2	0%
Cc1ccccc1N=Nc1c(O)n(C)c2ccccc12	4%	2%	6%	nt	-1%	-5%	-10%	-51%[inhibitor]	6%	-20	5%
Cc1nc2nc(C)c(CCC(=O)NCc3ccc4c(c3)OCO4)c(C)n2n1	2%	-8%	-2%	-5%	3%	-1%	0%	17%	1%	1	2%
CCOC(=O)c1nc(Nc2ccc(OC)cc2)c2ccccc2n1	4%	-10%	-16%	-3%	12%	-11%	1%	-6%	-20%	-3	0%
COc1cccc(CN(Cc2ccco2)S(=O)(=O)c2ccc(S(=O)(=O)NCc3ccccc3)cc2)c1OC	-4%	3%	-10%	0%[46.1 µM]	3%	-6%	?	18%[7.66 µM]	12µM*	-1	-2%
O=C(NNC(=O)c1ccc2ccccc2n1)c1ccc(O)cc1	6%	-4%	-30%	5%	-6%	-4%	?	-6%	16%	15	-1%
Cc1ccc(OCC(=O)Nc2nnc(S(=O)(=O)N3CCCCCC3)s2)cc1C	4%	4%	2%	-1%	2%	-1%	12%	33%	15%	-27	-2%
CCn1c(=O)c2ccccc2n(CC(=O)NC2CCCCC2)c1=O	-14%	-5%	11%	-22%	-6%	-9%	-4%	?	6%	12	4%
Cc1ccc2c(c1)C(O)(CC(=O)c1cccnc1)C(=O)N2 (configuration not stated)	1%	-3%	5%	0%	-5%	-2%	1%	4%	14%	-1	6%
O=C(CC1Sc2ccccc2NC1=O)OCC(=O)N1CCc2ccccc21 (configuration not stated)	7%	34%	-17%	-4%	-1%	-6%	-6%	-16%	19%	-9	-15%
COc1ccc(NC(=S)N(CCc2c(C)[nH]c3ccc(C)cc23)Cc2cccs2)cc1	2%	-19%	-11%	0%	7%	-1%	?	-36%	?	18	-10%
Cc1nnc(SCC(=O)Nc2ncc3c(n2)CC(c2ccccc2)CC3=O)s1 (configuration not stated)	3%	2%	2%	-10%	0%	-10%	-3%	-2%	-7%	-14	0%
O=C(c1cc(-c2ccc(O)cc2)on1)N1CCCC1	1%	1%	6%	4%	-3%	-8%	?	-33%	?	-8	-4%
COC(=O)c1ccccc1NC(=S)N(Cc1ccc2c(c1)OCO2)Cc1cc2ccc(OC)cc2[nH]c1=O	5%	-7%	-3%	-3%[46.1 µM]	0%	-7%	0%	-20%	7.3µM*	-7	-8%
O=S(=O)(NCCOCC(F)(F)F)c1ccc2oc3ccccc3c2c1	-6%	6%	-5%	-1%	6%	-2%	-1%	-39%	-13%	-12	-5%
Cc1csc(SCC(=O)Nc2cc([N+](=O)[O-])ccc2F)n1	-9%	-2%	-5%	0%	0%	-4%	-14%	-18%	0%	-11	1%
CC(=O)N1N=C(N)SC12CCCC2	4%	2%	-4%	-9%	0%	0%	0%	4%	1%	-11	3%
O=C(CC(=O)c1ccccc1)Nc1ccccc1C(F)(F)F	-2%	-7%	-1%	4%	13%	-2%	?	-3%	?	-7	6%
O=C(/C=C/c1ccc(O)c(O)c1)NC(=O)c1ccccc1O	13%	-11%	-18%	1%	2%	-3%	?	11%	?	-12	-14%
O=C1CN(C(=O)/C=C/c2ccc(Cl)cc2Cl)CCN1	3%	7%	16%	5%	0%	-3%	-12%	9%	?	46	1%
Cc1ccc(C(=O)N2CCNC(=O)C2CC(=O)Nc2ccccc2)cc1 (configuration not stated)	-12%	1%	2%	5%	-1%	1%	-1%	16%	11%	6	-1%
COc1ccc(OCC(=O)Nc2cccc(-c3nc4ccccc4[nH]3)c2)cc1	-4%	-2%	-8%	-2%	0%	-13%	?	-11%	?	-21	-13%
O=C(N/N=C/c1ccc(O)c(O)c1)c1cccc(S(=O)(=O)N2CCCCC2)c1	-18%	-13%	0%	-4%	-2%	-1%	-16%	0%	7%	5	-1%
Nc1ccc2nc3c(=O)n(CCc4ccccc4)c(=O)[nH]c3nc2c1	-6%	-6%	?	1%	-5%	?	?	-11%	?	-1	-7%
CN(C)S(=O)(=O)c1ccc(Cl)c(NC(=O)COC(=O)c2ccc3c(c2)NC(=O)CS3)c1	-8%	-2%	?	-3%	2%	2%	-1%	31%	-23%	-3	-9%
O=C1c2cccc3cccc(c23)C(=O)N1CC1CCCO1 (configuration not stated)	-4%	-5%	2%	2%	1%	-7%	?	-1%	4%	7	5%
CCCCn1c(N)c(N(CC)C(=O)c2cccc(S(=O)(=O)N3CCN(C)CC3)c2)c(=O)[nH]c1=O	-1%	8%	4%	7%	-2%	-4%	-2%	0%	18%	-1	nt
Cc1cc(Cl)ccc1NC(=O)CSc1nnc(-c2ccncc2)n1Cc1ccco1	-7%	27%	10%	4%	4%	-4%	14%	-20%	?	25	1%
Cc1[nH]c2ccccc2c1/C=N/NC(=O)c1cc(-c2cccs2)[nH]n1	8%	-8%	2%	1%[46.1 µM]	0%	-3%	-3%	9%	?	-6	-24%
Cc1ccc(C(=O)NNC(=O)C2CCN(S(=O)(=O)c3ccc(C)cc3)CC2)cc1	1%	-1%	10%	-1%	-7%	-3%	2%	-20%	12%	3	1%
O=C(NC1CCCCC1)C1CC(=O)N(c2ccc(Cl)cc2)C1 (configuration not stated)	1%	-2%	4%	-3%	4%	-1%	4%	18%	3%	19	-1%
Cc1ccc(CNC(=O)COC(=O)Cn2nc(C)c([N+](=O)[O-])c2C)cc1	-1%	-1%	5%	-1%	1%	1%	3%	2%	5%	-11	-1%
Cc1cc(C2C(C#N)=C(N)Oc3n[nH]c(C)c32)c(C)s1 (configuration not stated)	-15%	?	4%	1%	16%	-1%	?	-39%	9%	-6	3%
CC(C)Sc1nsc2nc(=O)c(/C=C3\C=Nc4ccccc43)c(N)n12	-1%	-10%	15%	-8%	1%	-6%	?	7%	1%	-21	?
COCCN=C1NC(=O)C(CC(=O)Nc2cccc(Cl)c2C)S1 (configuration not stated)	0%	7%	0%	2%	1%	2%	0%	-7%	?	-5	5%
Cc1ccc(S(=O)(=O)Nc2cc3c(C(=O)O)c(C)oc3c3ccccc23)c(C)c1	1%	1%	-1%	9%	-5%	-4%	11%	0%	-7%	-8	5%
CCOC(=O)c1nnc(-c2cccs2)nc1Oc1ccc(Cl)cc1	3%	-1%	-4%	0%	1%	-2%	?	-3%	10%	10	-4%
